FadD28 binding – inhibitors of FadD28 bisubstrate probe binding, primary screen, biochemical, fluorescence polarization, single point | Mycobacterium tuberculosis FadD28 fatty-acid-AMP ligase | inhibition, % at 12.5 µM | 360,000 tested, 0.22% active | AID 588549, 2011; in the data active = inhibition above about 8.5%, passing the limit was not always enough; inconclusive = no clear call, values can overlap the other calls
Mtb UGM inh – M. tuberculosis UGM enzyme inhibitors, primary screen, biochemical, fluorescence polarization, single point; UDP-galactopyranose mutase (Mycobacterium tuberculosis (strain ATCC 25618 / H37Rv)), …; inhibition, % at 10 µM; purified UGM, fluorescence polarization probe displacement; 320,000 tested, 0.06% active; AID 504406, 2011; in the data active = inhibition above about 10%, passing the limit was not always enough; inconclusive = no clear call, values can overlap the other calls
Target sequence (P9WIQ1 whole entry, looked up): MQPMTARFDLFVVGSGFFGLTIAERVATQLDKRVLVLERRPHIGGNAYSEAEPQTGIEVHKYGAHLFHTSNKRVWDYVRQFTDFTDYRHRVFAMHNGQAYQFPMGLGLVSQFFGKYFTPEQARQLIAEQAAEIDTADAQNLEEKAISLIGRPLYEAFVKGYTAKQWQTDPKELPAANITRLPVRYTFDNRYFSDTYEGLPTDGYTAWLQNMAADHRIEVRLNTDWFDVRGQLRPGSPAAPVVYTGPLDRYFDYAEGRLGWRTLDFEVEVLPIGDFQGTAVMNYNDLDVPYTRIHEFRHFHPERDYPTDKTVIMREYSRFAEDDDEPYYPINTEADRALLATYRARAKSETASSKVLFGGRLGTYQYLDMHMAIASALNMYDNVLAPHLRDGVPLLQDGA
FBA Mtb inh – Mtb FBA enzyme inhibitors, primary screen, biochemical, fluorescence, strain H37Rv; Fructose-bisphosphate aldolase (Mycobacterium tuberculosis (strain ATCC 25618 / H37Rv)), …; purified M. tuberculosis FBA, fluorescence read-out; inhibition, % at 1 µM; 360,000 tested, 2.3% active; AID 588726, 2011; in the data active = inhibition above about 27%;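 note: 0% = vehicle and 100% = reference inhibitor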
MazEF act – activators of E. coli MazEF toxin-antitoxin RNase, primary screen, biochemical, fluorescence, uHTS; FAM/BHQ RNA-DNA oligo cleavage fluorescence, 5 h; activation, % at 20 µM; 350,000 tested, 0.32% active; AID 504720, 2011; in the data active = activation above about 50%
Target sequence (P0AE70 whole entry, looked up): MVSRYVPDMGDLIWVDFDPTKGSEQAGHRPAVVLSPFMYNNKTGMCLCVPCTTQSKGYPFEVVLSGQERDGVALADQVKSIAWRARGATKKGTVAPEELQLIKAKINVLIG
BioA inh – M. tuberculosis BioA enzyme inhibitors, primary screen, biochemical, plate reader, single point, HTS | 7,8-diaminopelargonic acid synthase BioA (Mycobacterium tuberculosis) | inhibition, % at 9.99 µM | 360,000 tested, 0.096% active | purified M. tuberculosis BioA enzyme; in the data active = inhibition above about 40%; inconclusive = no clear call, values can overlap the other calls
Rv3671c protease – Rv3671c serine protease inhibitors, primary screen, biochemical, fluorescence polarization, M. tuberculosis H37Rv. AID 2606, 2010. 320,000 tested, 0.048% active. P9WHR9. inhibition, % at 5.96 µM; in the data active = inhibition above about 38%;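 note: extracellular domain of Rv3671c used as enzyme; 0% = enzyme with DMSO and 100% = no enzyme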
Target sequence (P9WHR9 whole entry, looked up, the tested form may be a part): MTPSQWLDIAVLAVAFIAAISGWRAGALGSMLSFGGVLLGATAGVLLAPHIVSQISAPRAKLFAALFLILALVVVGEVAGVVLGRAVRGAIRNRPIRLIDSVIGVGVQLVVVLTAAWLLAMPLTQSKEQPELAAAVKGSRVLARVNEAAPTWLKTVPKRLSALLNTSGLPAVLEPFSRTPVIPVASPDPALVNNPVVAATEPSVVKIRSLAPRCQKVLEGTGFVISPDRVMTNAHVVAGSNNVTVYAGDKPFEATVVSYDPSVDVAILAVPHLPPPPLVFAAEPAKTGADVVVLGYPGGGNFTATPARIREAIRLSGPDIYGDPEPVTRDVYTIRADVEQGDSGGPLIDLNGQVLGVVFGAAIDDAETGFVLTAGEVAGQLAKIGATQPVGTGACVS
CCHFV vOTU inh – CCHFV vOTU protease inhibitors, primary screen, biochemical, Pep-AMC substrate, fluorescence; Crimean-Congo hemorrhagic fever virus L polyprotein viral ovarian tumor (vOTU) protease …; inhibition, % at 11.5 µM; 370,000 tested, 0.55% active; AID 651958, 2012; note: 0% = vehicle wells with enzyme and 100% = no enzyme wells
VHR inh abs – VHR1 phosphatase inhibitors, primary screen, biochemical, absorbance, uHTS; Dual specificity protein phosphatase 3 (Homo sapiens), P51452; recombinant VHR phosphatase, pNPP absorbance; inhibition, % at 13.3 µM; 290,000 tested, 0.52% active; AID 1654, 2009; in the data active = inhibition above about 50%; note: some compounds called inactive have numbers as strong as hits
GDH-TPI counter – GDH-TPI coupling enzyme inhibitors, primary screen, artefact control for M. tuberculosis FBA inhibitor project, biochemical, absorbance, full deck | inhibition, % at 4.8 µM | GDH-TPI coupled enzyme counterscreen, NADH absorbance | AID 588335, 2011 | 360,000 tested, 1.2% active;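 note: 0% = DMSO wells and 100% = wells lacking the enzyme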
BoNT F protease – BoNT/F light chain protease inhibitors, primary screen, biochemical, flow cytometry, MLPCN library | inhibition, % at 10 µM | Multiplex microsphere protease cleavage assay | 360,000 tested, 0.22% active | Botulinum neurotoxin type F light chain protease (Clostridium botulinum) | AID 588497, 2011; in the data active = inhibition above about 35%, passing the limit was not always enough; inconclusive = no clear call, values can overlap the other calls; note: plate controls were buffer without enzyme for full effect and enzyme alone for no effect
* marks the source's active call; other numbers are inactive results; ? = inconclusive; · = no result given. Cut-off read from the data, not from the text of the source, unless noted: active = inhibition above about 30%; inactive = the rest. An unsorted share of the library (roughly 4.9% active in at least one column).

SMILES | FadD28 binding | Mtb UGM inh | FBA Mtb inh | MazEF act | BioA inh | Rv3671c protease | CCHFV vOTU inh | VHR inh abs | GDH-TPI counter | BoNT F protease
O=C(Cc1ccccc1[N+](=O)[O-])NCc1ccncc1 | -2.7 | 1.7 | 0 | -3 | -2.8 | 6 | 1 | 30 | -4 | 0
CCC(C)NC(=O)CNC(=S)N(Cc1ccccc1)Cc1cccnc1 (stereo not drawn) | -3.5 | 2.6 | 1 | 8 | -0.4 | 3 | -15 | 1 | 0 | -6
O=C(Cn1nc(C(=O)O)c2ccccc2c1=O)Nc1cccc(Br)c1 | -4.6 | 3.1 | -1 | 7 | -1.9 | -11 | 7 | 3 | -6 | 3
COc1ccc(-c2coc3c(C(=O)NCCN4CCOCC4)cccc23)c(C)c1 | -23 | · | 1 | · | 14 | · | 8 | · | -8 | -3
O=c1[nH]c(Cc2ccc(Cl)cc2)nc2ccccc12 | 1.5 | -2.1 | 4 | 3 | · | -4 | 0 | 21 | 4 | -7
CC(Sc1ccccn1)C(=O)Nc1ccc2c(c1)OCCO2 (stereo not drawn) | -2.0 | -2.4 | 0 | 1 | 0.0 | -4 | 12 | · | -2 | 4
O=C(COC(=O)c1c2c(nc3ccccc13)CCN(Cc1ccccc1)C2)Nc1c(F)cccc1F | -6.5 | 0.3 | 1 | -6 | -2.1 | -15 | -21 | 17 | 7 | 0
C[n+]1ccc(/C=C/c2c[nH]c3ccccc23)cc1 | -1.3 | -2.5 | -20 | -145 | · | -6 | 15 | 4 | -6 | -2
COc1ccc(CNC(=O)C(=O)NCC2OCCN2C(=O)c2ccc(OC)cc2)cc1 (stereo not drawn) | -1.3 | -1.8 | 1 | 1 | 1.4 | 2 | -2 | 2 | -4 | 4
CSc1ccccc1C(=O)NCc1ccccc1C | -2.9 | -3.4 | 2 | -1 | -0.9 | 7 | -1 | 33 | 0 | -1
CC(CN1CCOCC1)OC(=O)c1ccccc1Cl (stereo not drawn) | 1.4 | 1.4 | 1 | -7 | -2.2 | -2 | -4 | -16 | 6 | 5
CC(=O)Nc1ccc(C2NC(=O)CCC2[N+](=O)[O-])cc1 (stereo not drawn) | -1.4 | 0.2 | 1 | 3 | -1.5 | 1 | -8 | 21 | 11 | -5
O=C(Nc1cccnc1Cl)c1cccs1 | -3.8 | -2.4 | -1 | 8 | -0.6 | 4 | -4 | -3 | 0 | -26
O=c1[nH]c(C2CCN(S(=O)(=O)c3ccc4c(c3)OCCO4)CC2)nc2c1nnn2Cc1ccccc1 | · | · | 3 | -1 | -0.4 | · | 12 | 53* | 4 | 2
Cc1nn(-c2ccccc2)c2sc(C(=O)N(Cc3ccco3)C(C)C(=O)NC(C)(C)C)cc12 (stereo not drawn) | -4.5 | -1.5 | 1 | -19 | -0.4 | 0 | 18 | 3 | 13 | -28

Filtered by structure: the compounds so far with a Cl atom (three)
SMILES | FadD28 binding | Mtb UGM inh | FBA Mtb inh | MazEF act | BioA inh | Rv3671c protease | CCHFV vOTU inh | VHR inh abs | GDH-TPI counter | BoNT F protease
O=c1[nH]c(Cc2ccc(Cl)cc2)nc2ccccc12 | 1.5 | -2.1 | 4 | 3 | · | -4 | 0 | 21 | 4 | -7
CC(CN1CCOCC1)OC(=O)c1ccccc1Cl (stereo not drawn) | 1.4 | 1.4 | 1 | -7 | -2.2 | -2 | -4 | -16 | 6 | 5
O=C(Nc1cccnc1Cl)c1cccs1 | -3.8 | -2.4 | -1 | 8 | -0.6 | 4 | -4 | -3 | 0 | -26

(list continues)
SMILES | FadD28 binding | Mtb UGM inh | FBA Mtb inh | MazEF act | BioA inh | Rv3671c protease | CCHFV vOTU inh | VHR inh abs | GDH-TPI counter | BoNT F protease
Cc1ccc(-c2nn(-c3ccccc3)cc2/C=C(\C#N)C(=O)NCc2ccccc2)cc1 | -0.6 | -2.2 | -2 | -2 | · | 3 | 8 | 11 | 2 | -1
Cc1ccc(NS(=O)(=O)c2ccc(C(=O)N3CC(C)CC(C)C3)cc2)cc1 (stereo not drawn) | 0.5 | -0.5 | 2 | 8 | -2.1 | -2 | 1 | · | 9 | ?
Cc1noc(C)c1COc1ccc(C(=O)NNC(=O)c2ccccc2)cc1 | -3.6 | -2.9 | -6 | -1 | · | 7 | -6 | · | -6 | ·
O=C(NCCC1=CCCCC1)C1CCCN(c2nc3ccccc3o2)C1 (stereo not drawn) | -3.0 | 0.2 | 1 | -2 | -0.5 | -8 | 9 | 34 | 5 | 2
FC(F)(F)c1cccc(-c2cc3ccccc3nc2N2CCCC2)c1 | -3.2 | -1.9 | 8 | 1 | 0.2 | 1 | 1 | -5 | 6 | -3
O=C(NCCc1ccc(F)cc1)C(=O)Nc1cc2c3c(c1)CC(=O)N3CCC2 | -1.6 | 1.0 | 0 | -3 | -0.7 | -2 | 0 | · | -3 | -188
Cc1nc2nc(C)c(CCC(=O)NCc3ccc4c(c3)OCO4)c(C)n2n1 | -0.4 | 6.0 | 0 | -2 | · | -8 | -2 | 8 | 1 | -10
COc1ccc(Cc2nc3ccc(C(=O)NCc4cc(C)no4)cc3o2)cc1OC | -3.1 | 0.1 | -1 | 3 | 0.2 | 0 | 2 | 10 | -2 | 9
Cc1ccc(C(=O)Nc2nnc(S(=O)(=O)N3CCOCC3)s2)cc1 | 0.8 | 4.2 | 1 | 9 | -2.1 | -8 | 2 | 33 | 27 | -10
CCOC(=O)c1ccc(O)c(-n2cc3c(c2-c2ccccc2)c(=O)n(C)c(=O)n3C)c1 | -1.9 | · | 1 | · | -0.1 | · | 0 | · | · | 3
CCc1c(C)[nH]c2c1C(=O)C(CN1CCOCC1)CC2 (stereo not drawn) | -0.1 | 0.5 | 2 | 3 | -0.3 | -1 | 0 | · | -4 | -17
O=C(COc1ncnc2ccccc12)N1CCOCC1 | 0.5 | 0.2 | 1 | 2 | -1.2 | 0 | 13 | 7 | 1 | -10
Cc1cc(NC(=O)CCS(=O)(=O)c2ccc3c(c2)NC(=O)C(C)S3)ccc1Br (stereo not drawn) | -8.5 | -2.6 | -1 | -3 | 6.6 | -4 | · | 7 | 3 | -9
COc1cc2c(cc1OC)CN(Cc1cc(=O)oc3cc(C)c(C)cc13)CC2 | -0.2 | -0.4 | 17 | 1 | · | 1 | -8 | 2 | 9 | -2
COc1ccc([N+](=O)[O-])cc1NS(=O)(=O)c1ccccc1 | -1.6 | -0.9 | -1 | 2 | · | 4 | 2 | 32 | 11 | 2

Compounds from the list above that contain a furan ring, fused or not (2):
SMILES | FadD28 binding | Mtb UGM inh | FBA Mtb inh | MazEF act | BioA inh | Rv3671c protease | CCHFV vOTU inh | VHR inh abs | GDH-TPI counter | BoNT F protease
COc1ccc(-c2coc3c(C(=O)NCCN4CCOCC4)cccc23)c(C)c1 | -23 | · | 1 | · | 14 | · | 8 | · | -8 | -3
Cc1nn(-c2ccccc2)c2sc(C(=O)N(Cc3ccco3)C(C)C(=O)NC(C)(C)C)cc12 (stereo not drawn) | -4.5 | -1.5 | 1 | -19 | -0.4 | 0 | 18 | 3 | 13 | -28

Next section
SMILES | FadD28 binding | Mtb UGM inh | FBA Mtb inh | MazEF act | BioA inh | Rv3671c protease | CCHFV vOTU inh | VHR inh abs | GDH-TPI counter | BoNT F protease
O=C(CSc1nnc2ccc(-c3ccco3)nn12)Nc1ccccc1F | 2.4 | · | 8 | 12 | · | · | 12 | · | 1 | -5
CCN1C(=O)[C@H]2[C@@H](c3ccc(-c4ccc(F)cc4)cc3)N3CCCC[C@@]3(C(=O)OC)[C@H]2C1=O | -4.0 | -3.0 | 0 | -9 | -2.7 | -2 | 5 | · | 4 | -4
Cc1ccc(C)c(S(=O)(=O)N2CCN(C(=O)Cn3c(=O)cnc4ccccc43)CC2)c1 | -4.6 | 2.5 | 0 | 8 | 4.1 | 8 | -4 | · | -2 | 0
CCC(Oc1ccccc1)C(=O)NCc1ccc(S(N)(=O)=O)cc1 (stereo not drawn) | -0.3 | -3.5 | 3 | 6 | · | 9 | 6 | 2 | 6 | -4
COCCNC(=O)C1CCC(CNS(=O)(=O)c2cccc3nsnc23)CC1 (stereo not drawn) | 0.7 | 2.1 | -5 | 1 | -0.8 | 4 | 21 | 15 | 9 | -11
COC(=O)C1=CN(c2cccc(C(F)(F)F)c2)C=C(C(=O)OC)C1c1ccc(O)c(OC)c1 | 0.9 | -1.8 | 1 | 5 | 3.8 | -8 | 2 | 22 | 0 | 6
CCc1ccc(NC(=O)CN2CCCN(S(=O)(=O)c3ccc(F)cc3)CC2)cc1 | -2.9 | -1.0 | -1 | 2 | 9.2 | 5 | -7 | 26 | 2 | 2
Cc1ccc(N2CC(C(=O)OCC(=O)Nc3cc(C)on3)CC2=O)c(C)c1 (stereo not drawn) | 0.7 | -1.5 | 1 | 1 | -0.8 | -12 | 12 | 16 | 0 | -14
COc1ccc(C2CC(=O)c3cnc(Nc4cc(C)cc(C)c4)nc3C2)cc1 (stereo not drawn) | -21 | 2.5 | -5 | -2 | -0.2 | -1 | 13 | 15 | 7 | -3
O=C1c2ccccc2C(=O)N1c1ncc(Cc2ccc(Cl)cc2)s1 | -1.1 | -1.0 | -1 | -5 | · | -10 | 8 | -5 | 1 | 4
Cc1ccc(NC(=O)C2CCCN(S(=O)(=O)c3c(C)noc3C)C2)c(C)c1 (stereo not drawn) | 1.4 | -3.7 | 0 | -16 | -0.1 | 4 | 3 | 19 | 1 | -2
Cc1ccc2cc(CCNC(=O)C3CCCC3)c(=O)[nH]c2c1 | -0.7 | -0.2 | 5 | 13 | -0.4 | -3 | 11 | 16 | -5 | 3
COc1ccc(NC(=O)CNC(=O)Cn2cnc3sc4c(c3c2=O)CCCC4)cc1OC | -2.6 | -1.7 | -1 | 7 | -1.5 | 2 | -4 | -7 | -8 | -3
COc1ccc(CNC(=O)c2cc3c(=O)n4cccc(C)c4nc3n(CC3CCCO3)c2=N)cc1 (stereo not drawn) | -1.7 | 5.2 | 14 | 8 | -7.6 | -11 | 9 | 16 | 4 | -1
